# PTPN22 inh 2 – LYP (human) phosphatase inhibition; recombinant LYP catalytic domain, DiFMUP fluorescence; inhibition, % at 2 µM; AID 640; hit rate 0.21% among 96,000;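 active means inhibition at 2 µM at or above a set limit, the screen mean plus 3 SD, cut at about 24% in these data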;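 further: 0% = DMSO with enzyme and 100% = enzyme fully blocked by orthovanadate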
# CYP2C9 inh – blocks human cytochrome P450 2C9 | inhibition, % at 5 µM | hit rate 20% among 96,000 | CYP2C9 Supersomes, luciferin-H conversion, luminescence | AID 777;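 active means blocking of liver enzyme CYP2C9 beyond about 50% at 5 µM, limit read from the data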; further: values of inactives mirror those of a sister screen read the other way
# Target sequence (P11712 whole entry, looked up): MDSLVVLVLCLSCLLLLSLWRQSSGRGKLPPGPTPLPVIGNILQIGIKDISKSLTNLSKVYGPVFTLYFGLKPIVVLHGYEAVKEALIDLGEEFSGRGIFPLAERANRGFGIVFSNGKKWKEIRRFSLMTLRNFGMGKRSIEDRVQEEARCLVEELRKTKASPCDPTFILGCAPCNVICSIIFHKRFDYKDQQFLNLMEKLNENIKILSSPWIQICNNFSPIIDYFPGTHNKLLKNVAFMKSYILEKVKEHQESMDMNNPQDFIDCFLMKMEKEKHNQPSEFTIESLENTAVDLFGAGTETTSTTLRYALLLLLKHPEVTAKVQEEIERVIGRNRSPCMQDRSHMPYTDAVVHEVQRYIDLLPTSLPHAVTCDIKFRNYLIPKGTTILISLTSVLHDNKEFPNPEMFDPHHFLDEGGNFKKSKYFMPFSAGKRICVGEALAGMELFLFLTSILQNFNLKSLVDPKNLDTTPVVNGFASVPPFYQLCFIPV
# Pyk2 oligo antag – antagonists of human Pyk2 oligomerization; hit rate 0.83% among 99,000; z-score (the deposit names both 25 µM and 10 µM); Q293 cells, Pyk2 FERM NanoBiT luminescence; hits give low values;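 active means Z-score of -3 or lower, scaled per plate to the spread of control and sample wells; inactive means z-score above -3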;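 further: negative z-score means lost luminescence so less FERM oligomerization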
# PostGolgi ctrl – inhibits growth of the yeast control strain | efflux-deficient yeast background strain, growth absorbance A615, 16 h | inhibition, % at 10 µM | hit rate 5% among 98,000 | AID 738
# CYP2C9 act – CYP2C9 (human) activation. P11712. recombinant CYP2C9, luciferin-H conversion, luminescence; hits give high values; factor 1 = untreated enzyme, 0 = blocked. activation factor at 5 µM. hit rate 1.4% among 96,000;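 active means activation factor of 2 or more for CYP2C9 at a 5 µM dose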;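 further: 0 = sulfaphenazole-blocked wells and 1 = vehicle-only wells; values of inactives mirror those of a sister screen read the other way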
# Ecoli WT expand – growth inhibitors of E. coli BW25113 wild type; OD600 absorbance; growth inhibition, % at 100 µM; hit rate 0.15% among 98,000;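 active means growth inhibition above about 50% at one test dose, limit read from the data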;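 further: growth measured after 20 h incubation at 37 °C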
# hDAT+cocaine – changed human dopamine transporter uptake under cocaine IC80 | Q01959 | LLC-PK1 hDAT cells, [14C]-dopamine uptake with cocaine IC80; actives deviate in either direction | B-score at 10 µM | hit rate 1.3% among 110,000;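 active means Z score or B-score, a plate-position-corrected score, falls beyond the plate's 99.7% confidence bounds, in either direction; inactive means both scores lie inside the 99.7% bounds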;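 further: scored against the spread of the other compound wells on the same plate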
# Target sequence (Q01959 whole entry, looked up): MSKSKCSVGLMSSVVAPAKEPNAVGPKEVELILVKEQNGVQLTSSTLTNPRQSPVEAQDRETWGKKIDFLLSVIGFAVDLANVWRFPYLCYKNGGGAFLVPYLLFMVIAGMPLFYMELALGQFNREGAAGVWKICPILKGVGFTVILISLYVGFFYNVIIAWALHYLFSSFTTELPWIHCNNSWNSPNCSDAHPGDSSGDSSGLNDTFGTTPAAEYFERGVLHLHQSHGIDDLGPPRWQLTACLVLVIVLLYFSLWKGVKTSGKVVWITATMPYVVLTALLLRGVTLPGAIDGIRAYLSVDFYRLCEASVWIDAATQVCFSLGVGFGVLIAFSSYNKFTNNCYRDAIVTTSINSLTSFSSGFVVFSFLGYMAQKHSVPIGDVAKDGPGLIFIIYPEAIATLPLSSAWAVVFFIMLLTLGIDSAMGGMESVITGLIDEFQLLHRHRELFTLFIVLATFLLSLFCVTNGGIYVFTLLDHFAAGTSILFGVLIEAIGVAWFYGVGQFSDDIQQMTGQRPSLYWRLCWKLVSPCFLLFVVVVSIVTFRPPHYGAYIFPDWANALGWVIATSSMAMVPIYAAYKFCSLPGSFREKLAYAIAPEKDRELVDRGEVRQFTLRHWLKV
# PostGolgi yeast – growth inhibition of a yeast mutant, post-Golgi transport screen. post-Golgi transport phenotypic cell assay. inhibition, % at 10 µM. hit rate 0.9% among 98,000. AID 739;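 further: yeast cells grown in 1536-well plates; yeast grown about 18 h at 30C before absorbance read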
# LYP act – LYP (human) phosphatase activation; Q9Y2R2; recombinant LYP, DiFMUP fluorescence; 0 = plate median, 100 = signal doubled; activation, % at 2 µM; hit rate 0.11% among 96,000;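 active means activation at 2 µM above a set limit, the mean plus 5 SD, cut at about 37% in these data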
# * = called active by the depositor; nt = no result given. Unless noted, no stated cut-off is given here; in the data, active means inhibition above about 30%; inactive means the rest. Compounds as they come. About 24% of those tested had a hit in this group.
(1) Cc1ccc(S(=O)(=O)N(C)Cc2ccc(-c3nnco3)cc2)cc1
(2) CC(C)CC(NC(=O)OC(C)(C)C)C(=O)NC(C(=O)NC(C)C(N)=O)C(C)C (centres undefined)
(3) CN(C)CCCNC(=O)c1ccc(-c2nc(-c3ccc(Cl)cc3)cs2)cc1
(4) O=C1N(CN2CCC3(CC2)OCCO3)c2ccccc2C12OCCCO2
(5) COc1ccc(NC(=O)CN(c2ccc(C)cc2)S(C)(=O)=O)c(OC)c1
(6) O=C(CSc1nc2c(sc3ccccc32)c(=O)n1CCCN1CCOCC1)NC1CCCC1
(7) COc1ccc(-c2cc(C(F)(F)F)n3nc(C)cc3n2)cc1
(8) Cn1cc(CC(=O)N2CCN(c3ccc(Cl)cc3)CC2)c2ccccc21
assay / compound	1	2	3	4	5	6	7	8
PTPN22 inh 2	6	-4	3	-3	1	-2	-2	-21
CYP2C9 inh	16	6	16	-30	98*	23	-3	-105
Pyk2 oligo antag	0.6	-0.27	-0.12	0.3	-0.02	1.1	nt	0.19
PostGolgi ctrl	30	13	38*	5	7	14	4	3
CYP2C9 act	0.8	0.9	0.8	1.3	0	0.8	1	2.1*
Ecoli WT expand	2	4	37	12	0	-15	-3	3
hDAT+cocaine	-0.048	-0.00019	2	-0.85	-0.38	0.097	-0.96	0.57
PostGolgi yeast	3	-2	-1	-4	5	2	-3	0
LYP act	-6	3	-2	1	2	6	-1	25

(9) Cc1onc(-c2c(Cl)cccc2Cl)c1C(=O)NCc1ccccn1
(10) COc1cc2c(cc1OC)C(c1ccc(N(C)C)cc1)CC(=O)N2 (centres undefined)
(11) Cc1cccc(Nc2nc(N)nc(CN3CCN(Cc4ccc5c(c4)OCO5)CC3)n2)c1
(12) COc1ccccc1-c1c(C)nn2c(N3CCCCCC3)cc(C)nc12
(13) CCC(=O)Nc1nonc1-c1nc2ccccc2n1N(C(=O)CC)C(=O)CC
(14) CC(=O)Nc1sc2c(c1C(c1cccs1)N1CCOCC1)CCCC2 (centres undefined)
(15) CCOc1ccc(-n2c(N)c(-c3nc4ccccc4[nH]3)sc2=S)cc1
(16) O=C(CN1c2cccc3cccc(c23)S1(=O)=O)NCc1ccc2c(c1)OCO2
assay / compound	9	10	11	12	13	14	15	16
PTPN22 inh 2	nt	4	3	-2	-2	5	14	-1
CYP2C9 inh	12	6	9	9	2	25	42	-314
Pyk2 oligo antag	0.14	-0.14	-0.32	nt	0.6	-1.4	-0.89	-0.81
PostGolgi ctrl	-13	0	2	31*	-2	42*	8	2
CYP2C9 act	0.9	0.9	0.9	0.9	1	0.7	0.6	4.1*
Ecoli WT expand	0	6	10	-1	1	-6	-25	1
hDAT+cocaine	-0.17	0.35	2.7	-0.068	nt	-0.26	1	0.073
PostGolgi yeast	3	-1	2	-7	11	3	7	5
LYP act	nt	-2	-4	0	0	-7	-13	1

(17) Cc1noc2ncnc(Sc3ccc(Cl)cc3)c12
(18) CC1=C(C(=O)OCC(C)C)C(c2ccccc2Cl)NC(=O)N1C (centres undefined)
(19) COCCCNC(=O)c1c(NC(=O)C2COc3ccccc3O2)sc2c1CCCC2 (centres undefined)
(20) O=C(C1CCN(C2CC(=O)N(c3cccc(Cl)c3)C2=O)CC1)N1CCCC1 (centres undefined)
(21) COc1ccc(Nc2ccccc2)c(C)c1
(22) COC(=O)c1ccc(N2C(=O)CC(N3CCC(O)(c4ccc(Br)cc4)CC3)C2=O)cc1 (centres undefined)
(23) Cn1c(=O)n(CC(=O)Nc2ccc(F)cc2)c2ccccc21
(24) COCCNC(=O)c1cc2c(=O)n3cccc(C)c3nc2n(Cc2ccncc2)c1=N
assay / compound	17	18	19	20	21	22	23	24
PTPN22 inh 2	4	-4	-6	0	-5	-12	-2	-24
CYP2C9 inh	10	84*	92*	-16	12	12	8	39
Pyk2 oligo antag	0.24	nt	-0.62	0.46	-0.56	0.92	0.06	1.5
PostGolgi ctrl	8	14	3	1	1	2	12	1
CYP2C9 act	0.9	0.2	0.1	1.2	0.9	0.9	0.9	0.6
Ecoli WT expand	10	5	-5	4	1	2	2	8
hDAT+cocaine	-0.12	0.78	-0.9	-0.11	-0.25	-0.35	0.024	0.048
PostGolgi yeast	13	-2	18	-1	2	-2	3	0
LYP act	-1	1	7	-3	0	13	1	23

(25) CCOC(=O)C1=C(CN2CCCCC2)NC(=O)NC1c1cc(C)ccc1C (centres undefined)
(26) C=CCNC(=O)CCCOc1ccc(C)cc1
(27) Cc1cc(NC2C3CC4CC(C3)CC2C4)n2nnnc2n1 (centres undefined)
(28) COc1cc(OC)c(NC(=O)c2ccc(Br)o2)cc1Cl
(29) O=C(NCC1CCCC(CNC(=O)N2CCc3ccccc32)C1)N1CCc2ccccc21 (centres undefined)
(30) CCc1nc2oc3ccccc3c(=O)c2c(=O)n1Cc1ccc(OC)cc1
(31) CCn1c(Cc2ccccc2)nnc1SCC(=O)Nc1cc(C)on1
(32) Cc1cc(C)n(-c2ncnc3sc4c(c23)CCCC4)n1
assay / compound	25	26	27	28	29	30	31	32
PTPN22 inh 2	12	-2	-2	5	-3	6	8	3
CYP2C9 inh	1	60*	39	39	99*	6	13	13
Pyk2 oligo antag	-1.2	0.89	0.57	-0.95	-0.6	-0.41	0.14	0.24
PostGolgi ctrl	-2	-3	13	3	27	12	5	8
CYP2C9 act	1	0.4	0.6	0.6	0	0.9	0.9	0.9
Ecoli WT expand	5	6	2	9	-17	-2	2	1
hDAT+cocaine	-1.2	-0.27	-0.97	-1.9	2.4	0.48	-0.27	-0.74
PostGolgi yeast	-3	-5	22	6	9	8	2	-2
LYP act	-10	5	2	-2	3	-7	-5	-3

# Sorted by formula weight (smallest number first): part of the list above.
(26) C=CCNC(=O)CCCOc1ccc(C)cc1
(28) COc1cc(OC)c(NC(=O)c2ccc(Br)o2)cc1Cl
(29) O=C(NCC1CCCC(CNC(=O)N2CCc3ccccc32)C1)N1CCc2ccccc21 (centres undefined)
assay / compound	26	28	29
PTPN22 inh 2	-2	5	-3
CYP2C9 inh	60*	39	99*
Pyk2 oligo antag	0.89	-0.95	-0.6
PostGolgi ctrl	-3	3	27
CYP2C9 act	0.4	0.6	0
Ecoli WT expand	6	9	-17
hDAT+cocaine	-0.27	-1.9	2.4
PostGolgi yeast	-5	6	9
LYP act	5	-2	3

# (listing goes on)
(33) COc1ccccc1C1C(C#N)=C(N)Oc2cc(C)n(CCCn3ccnc3)c(=O)c21 (centres undefined)
(34) COc1cc(C2c3c(-c4ccccc4)n[nH]c3C(=O)N2c2ccccc2)ccc1O (centres undefined)
(35) COC(=O)c1ccc(NC(=O)CSc2nnnn2C2CCCCC2)cc1
(36) CNC(=O)NC(=O)CSc1cccc(C(F)(F)F)c1
(37) Cc1cccc(-n2c(=O)[nH]c3c(C(N)=O)nc(CC(C)C)nc32)c1
(38) Cc1cccc(-c2noc(CN(C(=O)c3c(-c4ccccc4Cl)noc3C)C(C)C)n2)c1
(39) COc1ccc(-c2nc3cc(NC(=O)Cc4ccc(OC)c(OC)c4)ccc3o2)cc1
(40) O=C(C1CCC1)N1CCc2cc(S(=O)(=O)NC3CCCC3)ccc21
assay / compound	33	34	35	36	37	38	39	40
PTPN22 inh 2	-16	-7	-17	-7	4	-13	12	-8
CYP2C9 inh	100*	92*	nt	-6	6	63*	55*	83*
Pyk2 oligo antag	0.79	-3.1*	0.88	0.96	-0.36	nt	-1.6	0.95
PostGolgi ctrl	0	7	nt	3	-10	13	2	10
CYP2C9 act	0	0.1	nt	1.1	0.9	0.4	0.4	0.2
Ecoli WT expand	-6	-1	nt	8	4	-14	-7	-2
hDAT+cocaine	0.25	2.2	-0.58	-0.88	0.13	0.47	0.98	0.026
PostGolgi yeast	9	-8	nt	13	-2	-20	-6	-5
LYP act	13	5	13	4	-3	10	-8	6

(41) O=C(CSc1nnc(NCc2ccccc2)s1)c1ccco1
(42) CCS(=O)(=O)N1CCCC(C(=O)NCc2cccnc2)C1 (centres undefined)
(43) Cc1csc2ncc(C(=O)N(Cc3ccccc3)c3ccccn3)c(=O)n12
(44) CC(=O)c1c(N2CCC(C(N)=O)CC2)nc(=S)n(-c2ccccc2)c1C
(45) O=S(=O)(NCc1ccc(F)cc1)c1cccc(S(=O)(=O)N2CCOCC2)c1
(46) CC1/C(=N/O)C(CN(C)C)C2CC1C2(C)C (centres undefined)
(47) COc1ccc(N2C(=O)CCC2(C#N)c2ccc(Br)cc2)cc1 (centres undefined)
(48) CCS(=O)(=O)CCSc1nc2ccccc2o1
assay / compound	41	42	43	44	45	46	47	48
PTPN22 inh 2	3	-6	-4	-10	-6	5	0	-4
CYP2C9 inh	81*	1	6	-3	47	-3	9	15
Pyk2 oligo antag	0.64	0.49	nt	-0.09	1.5	-0.17	-0.89	0.21
PostGolgi ctrl	5	0	3	5	-11	1	15	13
CYP2C9 act	0.2	1	0.9	1	0.5	1	0.9	0.8
Ecoli WT expand	12	0	-1	6	3	6	4	1
hDAT+cocaine	-0.0018	-0.19	0.28	-0.097	-1.7	0.00032	0.085	-1.1
PostGolgi yeast	-7	-1	10	-3	0	-1	0	-9
LYP act	-4	5	3	12	8	-6	-1	4

(49) COc1ccccc1C(O)(C(=O)NN(C(=O)c1ccccc1)c1ccccc1C)c1cccs1 (centres undefined)
(50) COC(=O)c1c(C)oc2ccc(N(C(=O)c3ccncc3)S(=O)(=O)c3ccc(C)cc3)cc12
(51) Cc1ccc(/C=C/C(=O)Nc2ccc([N+](=O)[O-])cc2)o1
(52) COc1ccc(/C=N/n2cncn2)cc1COc1ccc(NC(C)=O)cc1
(53) CCCCCCC1CC(CCC(=O)Nc2ccc([N+](=O)[O-])cc2)C(=O)O1 (centres undefined)
(54) Cc1cc(C)n(C(=O)CNC(=O)c2ccc3c(c2)OCCO3)n1
(55) O=c1[nH]c(NCc2ccco2)nnc1Cc1ccccc1Cl
(56) Cc1ccc(C(=O)NC(=S)Nc2ccc(Oc3ccc(Cl)cc3)cc2)cc1
(57) O=C(NCc1ccccc1)c1noc2c1CCCC2
assay / compound	49	50	51	52	53	54	55	56	57
PTPN22 inh 2	8	7	-1	-20	2	3	10	2	nt
CYP2C9 inh	-12	98*	-4	69*	19	-14	-153	22	-5
Pyk2 oligo antag	0.59	-0.95	-0.21	0.88	1.7	-0.3	1.6	0.18	0.09
PostGolgi ctrl	-9	26	5	4	2	-11	2	5	4
CYP2C9 act	1.1	0	1	0.3	0.8	1.1	2.5*	0.8	1.1
Ecoli WT expand	2	-8	-15	-6	-13	-1	-1	-20	-7
hDAT+cocaine	-0.03	-1.2	0.024	0.069	0.3	0.19	-0.94	-0.078	0.48
PostGolgi yeast	2	-5	2	-1	-7	-1	-3	0	3
LYP act	-4	-10	5	12	3	-5	-8	4	nt

# Pyk2 oligo antag, what is marked active above
no. | Structure | PTPN22 inh 2 | CYP2C9 inh | Pyk2 oligo antag | PostGolgi ctrl | CYP2C9 act | hDAT+cocaine | LYP act
34 | COc1cc(C2c3c(-c4ccccc4)n[nH]c3C(=O)N2c2ccccc2)ccc1O (centres undefined) | -7 | 92* | -3.1* | 7 | 0.1 | 2.2 | 5

# Whole records, quoted from the list. Order of screens: PTPN22 inh 2, CYP2C9 inh, Pyk2 oligo antag, PostGolgi ctrl, CYP2C9 act, Ecoli WT expand, hDAT+cocaine, PostGolgi yeast, LYP act
# `Cc1onc(-c2c(Cl)cccc2Cl)c1C(=O)NCc1ccccn1` across the screens: nt, 12, 0.14, -13, 0.9, 0, -0.17, 3, nt
# `COc1ccccc1-c1c(C)nn2c(N3CCCCCC3)cc(C)nc12` across the screens: -2, 9, nt, 31*, 0.9, -1, -0.068, -7, 0
# `Cn1c(=O)n(CC(=O)Nc2ccc(F)cc2)c2ccccc21` across the screens: -2, 8, 0.06, 12, 0.9, 2, 0.024, 3, 1
# `COc1ccc(/C=N/n2cncn2)cc1COc1ccc(NC(C)=O)cc1` across the screens: -20, 69*, 0.88, 4, 0.3, -6, 0.069, -1, 12
